CHRM1 agonist = human M1 muscarinic receptor agonists, primary screen, Fluo-8 calcium fluorescence, CHO-K1 cells, HTS | Muscarinic acetylcholine receptor M1 (Homo sapiens), P11229 | hit rate 0.33% among 360,000 | AID 588814, 2011 | CHO-K1 hM1, agonist mode; 0% DMSO, 100% acetylcholine EC100 | activation, % at 3 µM;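 active means activation above the run's mean compound activation plus 3 SD, cut at about 16% in these data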;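 further: peak over basal fluorescence ratio within a 140 s kinetic read after compound addition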
Target sequence (P11229 whole entry, looked up): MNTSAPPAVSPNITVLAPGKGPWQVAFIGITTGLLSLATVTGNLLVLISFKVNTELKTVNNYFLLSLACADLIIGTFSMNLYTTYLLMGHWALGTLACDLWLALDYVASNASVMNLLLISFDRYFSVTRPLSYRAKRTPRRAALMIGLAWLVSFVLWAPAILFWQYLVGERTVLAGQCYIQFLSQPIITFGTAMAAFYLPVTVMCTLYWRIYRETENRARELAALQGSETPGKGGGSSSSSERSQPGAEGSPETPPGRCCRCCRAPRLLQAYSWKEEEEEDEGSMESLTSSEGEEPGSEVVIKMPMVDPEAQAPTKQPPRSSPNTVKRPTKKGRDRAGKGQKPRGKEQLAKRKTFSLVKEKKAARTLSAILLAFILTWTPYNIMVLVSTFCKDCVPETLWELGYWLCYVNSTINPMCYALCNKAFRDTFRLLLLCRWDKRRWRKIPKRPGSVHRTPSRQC
CHRM4 antagonist = human M4 muscarinic receptor antagonists, primary screen, CHO cells, Fluo-8 calcium fluorescence; hit rate 0.73% among 360,000; inhibition, % at 3 µM; Muscarinic acetylcholine receptor M4 (Homo sapiens), P08173; CHO-hM4 cells, ACh EC80; AID 624125, 2012;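 active means inhibition above its plate's cutoff, the mean inhibition of sample wells plus 3 SD, cut at about 27% in these data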;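 further: 0% = acetylcholine EC80 with DMSO and 100% = DMSO without agonist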
CHRM5 agonist = human M5 muscarinic receptor agonists, primary screen, CHO-K1 cells, Fluo-8 calcium fluorescence. AID 624037, 2012. hit rate 0.19% among 360,000. activation, % at 3 µM. CHO-K1 hM5 cells; 0% DMSO wells, 100% maximal acetylcholine response. Muscarinic acetylcholine receptor M5 (Homo sapiens), P08912;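 active means activation above the run's mean over test compounds plus 3 SD, cut at about 23% in these data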;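 further: signal is peak over basal fluorescence ratio across the kinetic read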
Target sequence (P08912 whole entry, looked up): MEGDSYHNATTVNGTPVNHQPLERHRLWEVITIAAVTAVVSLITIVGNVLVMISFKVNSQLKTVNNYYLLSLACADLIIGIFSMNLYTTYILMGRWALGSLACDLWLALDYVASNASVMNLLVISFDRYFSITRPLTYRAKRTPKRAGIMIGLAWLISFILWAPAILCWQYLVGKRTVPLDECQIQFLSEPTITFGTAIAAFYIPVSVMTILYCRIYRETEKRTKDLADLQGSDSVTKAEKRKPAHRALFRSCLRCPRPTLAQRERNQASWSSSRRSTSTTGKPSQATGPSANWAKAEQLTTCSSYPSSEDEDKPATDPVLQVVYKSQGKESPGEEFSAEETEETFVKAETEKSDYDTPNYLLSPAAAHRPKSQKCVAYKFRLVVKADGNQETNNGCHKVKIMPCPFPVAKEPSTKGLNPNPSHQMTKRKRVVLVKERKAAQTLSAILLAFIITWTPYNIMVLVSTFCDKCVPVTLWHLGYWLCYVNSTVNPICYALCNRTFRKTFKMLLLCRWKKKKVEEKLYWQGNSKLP
TAAR1 agonist = human TAAR1 agonists, primary screen, Fluo-8 calcium fluorescence, CHO RD-HGA16 cells; Trace amine-associated receptor 1 (Homo sapiens), Q96RJ0; vehicle wells 0%, saturating PEA agonist 100%; activation, % at 3 µM; hit rate 0.99% among 360,000; AID 624467, 2012;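 active means activation above the mean activation of all test compounds in the run plus 3 SD, cut at about 38% in these data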
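System: CHO-derived RD-HGA16 cells with stable Gα16 and human TAAR1. Times: 17-24 h plating, Fluo-8 75 min 37 °C, 30 min RT. Measured by: calcium-sensitive Fluo-8 signal, excitation 470-495, emission 515-575 nm. Read-out basis: % activation relative to PEA EC100 response. Control set: DMSO and PEA EC100. Repeats: no replicates (n 1).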
M1 PAM = human M1 muscarinic receptor positive allosteric modulators, primary screen, CHO-K1 cells, Fluo-8 calcium fluorescence, 1536-well | Muscarinic acetylcholine receptor M1 (Homo sapiens), P11229 | CHO-K1 hM1, ACh EC20; 0% = ACh EC20, 100% = maximal ACh | activation, % at 3 µM | hit rate 0.088% among 360,000; in the data active means activation above about 19%, passing the limit was not always enough
M5 PAM = human M5 muscarinic receptor positive allosteric modulators, primary screen, CHO-K1 cells, Fluo-8 calcium fluorescence; Muscarinic acetylcholine receptor M5 (Homo sapiens), P08912; CHO-K1 hM5, ACh EC20 PAM; 0% = ACh EC20, 100% = ACh EC100; activation, % at 3 µM; hit rate 0.3% among 360,000; AID 624038, 2012;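 active means activation above the run cutoff, the mean activation of all test compounds plus 3 SD, cut at about 18% in these data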
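Replicates: One well per compound, no replicates | System: Human M5 receptor in CHO-K1 cells | Benchmarks: Low control EC20 acetylcholine (0%), high control EC100 acetylcholine (100%) | Probe or stimulus: Acetylcholine, EC20 level | Times: Fluo-8 loading 80 min at 37 °C plus 30 min room temperature | Signal: Intracellular calcium via Fluo-8 fluorescence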
M5 antag = human M5 muscarinic receptor antagonists, primary screen, CHO cells, Fluo-8 calcium fluorescence; hit rate 0.59% among 360,000; AID 624040, 2012; CHO-hM5 cells, ACh EC80; inhibition, % at 3 µM; Muscarinic acetylcholine receptor M5 (Homo sapiens), P08912;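 active means inhibition above a per-plate cutoff, the mean of that plate's test compounds plus 3 SD, cut at about 27% in these data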;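 further: 0% = acetylcholine EC80 with DMSO and 100% = DMSO without agonist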
M1 antag = human M1 muscarinic receptor antagonists, primary screen, CHO-K1 cells, Fluo-8 calcium fluorescence, 1536-well | CHO-K1 hM1, ACh EC80 antagonist | AID 588852, 2011 | hit rate 1.3% among 360,000 | inhibition, % at 3 µM;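 active means percent inhibition above its own plate's cutoff, namely the mean of that plate's compound wells plus 3 SD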;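 further: peak over basal fluorescence ratio during 140 s after agonist addition; 0% = ACh EC80 plus DMSO and 100% = DMSO alone without agonist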
M4 ag = human M4 muscarinic receptor agonists, primary screen, CHO-K1 cells, Fluo-8 calcium fluorescence; CHO-K1 hM4/Gqi5; vehicle 0%, full acetylcholine response 100%; activation, % at 3 µM; hit rate 0.14% among 360,000; AID 624127, 2012;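 active means activation above the run mean over all test wells plus 3 SD, cut at about 32% in these data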;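 further: peak over basal fluorescence ratio per well then scaled between controls; 0% = DMSO wells and 100% = acetylcholine at EC100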
Starred values were filed as active, the others as inactive; / = not tested or not shown.

1) Cc1ccc(NC(=O)CO/N=C(\N)c2ccccc2)cc1C
2) Cc1ccc(C(=O)NCCc2nnc3ccc(SCC(=O)Nc4ccccc4C)nn23)cc1
3) CC1CCN(S(=O)(=O)N2CCC(C(=O)NCc3cccs3)CC2)CC1
4) Cc1ccc(OC(=O)COc2ccccc2C)c(-n2nc3ccccc3n2)c1
5) NC(=O)c1ccccc1NCC(=O)c1ccc(Cl)cc1
6) CCOC(=O)Cn1ccc(NC(=O)c2ccc(F)cc2)n1
7) COc1cccc(NS(=O)(=O)c2ccc3[nH]cc(C(=O)N(C)Cc4ccco4)c(=O)c3c2)c1
8) O=C(O)CCC(=O)Nc1ccc(C(=O)OCC(=O)c2ccc(Cl)cc2Cl)cc1

assay / entry	1	2	3	4	5	6	7	8
CHRM1 agonist	-1	-1	-3	-3	-2	-4	-5	-14
CHRM4 antagonist	-16	-4	2	-19	5	9	5	-3
CHRM5 agonist	1	-1	0	-2	0	0	1	-3
TAAR1 agonist	1	-1	/	5	-2	0	7	7
M1 PAM	3	7	-1	10	9	0	5	9
M5 PAM	2	6	-1	0	-1	-6	0	2
M5 antag	7	-7	8	-9	5	11	4	-14
M1 antag	-8	-8	-1	-11	-20	-3	-4	-5
M4 ag	3	1	2	-2	0	7	0	1

9) Cc1c(C)c2cccnc2c2ncccc12
10) CC1CN(C(=S)Nc2ccccc2)CC(C)O1 (stereo unspecified)
11) C[C@@H](NC(=O)c1nc[nH]c1C(=O)NCc1ccc(CNC(=O)OC(C)(C)C)cc1)c1ccccc1
12) COc1ccc(NC(=O)Nc2ccc(N3CCCC3=O)cc2)cc1OC
13) O=C(CN1CCOc2ccccc21)NC1CCN(Cc2ccccc2)CC1
14) OCCC1CN(Cc2cccn2-c2ncccn2)CCN1Cc1ccc(F)cc1 (stereo unspecified)
15) CC(C)CN(C(=O)COC(=O)c1ccc(Br)o1)c1c(N)n(Cc2ccccc2)c(=O)[nH]c1=O
16) CCOc1ccccc1C(=O)Nc1cc(=O)n(C)c(=O)n1C

assay / entry	9	10	11	12	13	14	15	16
CHRM1 agonist	-8	0	-6	-2	-13	-8	0	1
CHRM4 antagonist	-6	3	6	-1	13	-16	-5	-8
CHRM5 agonist	-5	3	-1	2	-5	-5	2	0
TAAR1 agonist	/	12	12	7	-1	0	2	0
M1 PAM	6	16	-7	6	3	6	12	19
M5 PAM	-2	-1	-15	-6	-6	-9	-3	0
M5 antag	4	5	11	1	9	14	-4	-1
M1 antag	-6	-18	10	-13	-10	-16	-10	-22
M4 ag	0	0	9	0	1	0	0	0

17) OCCC1CN(Cc2cccn2-c2nccs2)CCN1Cc1ccccc1 (stereo unspecified)
18) Cc1cccc(C)c1NC(=O)C1c2ccccc2OCC(=O)N1CCc1ccccc1 (stereo unspecified)
19) CCOC(=O)C1CCN(S(=O)(=O)CCNC(=O)c2ccc3c(c2)OCO3)CC1
20) COc1ccc(NC(=O)CSc2nc3ccccc3nc2N2CCCC2)cc1
21) COCCCNC(=O)c1cc(-c2cccnc2)nc2ccc(S(=O)(=O)N3CCCCCC3)cc12
22) CC1(C)CC(NC(=O)c2c(N)no[n+]2[O-])CC(C)(C)N1
23) Nc1nnnn1/N=C/c1ccc(O)cc1
24) CC(C)NC(=O)c1ccc2nc([C@@H]3O[C@H](CO)[C@H](O)[C@H](O)[C@H]3O)[nH]c2c1

assay / entry	17	18	19	20	21	22	23	24
CHRM1 agonist	-7	/	-4	-2	0	-5	-1	-2
CHRM4 antagonist	4	-13	1	6	0	-1	8	-2
CHRM5 agonist	1	1	-1	2	-4	0	-2	1
TAAR1 agonist	2	1	0	1	1	1	8	3
M1 PAM	13	/	7	-9	17	8	5	0
M5 PAM	4	17	12	-6	-1	-2	5	-2
M5 antag	-6	-9	-13	8	7	8	-7	-2
M1 antag	-8	/	-4	13	-19	-5	-8	-8
M4 ag	3	0	2	-1	0	0	1	0

25) Cc1cccc(NC(=O)CNC(=O)CN2CCN(C)CC2)c1C
26) Cc1cccc(NC(=O)C(NS(=O)(=O)c2ccc3c(c2)CCC(=O)N3)c2ccccc2)n1 (stereo unspecified)
27) CN(C)c1ccc(CNC(=O)C2(C)Cc3c(-c4ccccc4)ccnc3O2)cc1 (stereo unspecified)
28) CCOCCCNCc1cc(Br)ccc1OCC
29) O=C(Nc1ccc(S(=O)(=O)Nc2ccc(F)cc2)cc1)c1ccc(CN2CCOCC2)cc1
30) COc1ccc(C(=O)Nc2c(C)ccc3nsnc23)cc1[N+](=O)[O-]
31) CCN(c1ccccc1)S(=O)(=O)c1ccc(OC)c(NC(=O)c2ccc(=O)[nH]c2)c1
32) Cc1cc(=O)[nH]c(SCC(=O)/C=C2\N(C)c3ccccc3C2(C)C)n1

assay / entry	25	26	27	28	29	30	31	32
CHRM1 agonist	-2	-5	-4	-7	-4	-4	-2	1
CHRM4 antagonist	-3	10	-12	-3	7	9	-4	33*
CHRM5 agonist	4	-2	-1	-12	4	-2	-2	7
TAAR1 agonist	6	4	-2	1	15	7	4	13
M1 PAM	10	3	7	5	-8	6	10	-4
M5 PAM	-2	-6	0	6	-21	3	0	-18
M5 antag	6	1	-6	2	21	-2	19	31*
M1 antag	-6	-7	-10	-4	12	-7	-9	18
M4 ag	1	0	2	2	16	1	2	13

33) O=C(NCc1ccc(Cl)cc1)c1n[nH]c([N+](=O)[O-])c1Cl
34) CNC(=O)COC(=O)c1ccc(-c2nc3ccccc3s2)s1
35) CCC(=O)Nc1nc2ccc3nc(C)sc3c2s1
36) CCc1ccc(CNC(=O)CCc2cn(C)c3ccccc23)cc1
37) COc1ccc(/C=C(/NC(=O)c2cccs2)C(=O)NC(C)(C)C)cc1OC
38) CC(=O)OCC1=C(C(=O)OC(C)(C)C)N2C(=O)[C@@H](NC(=O)Cc3ccccc3)[C@H]2SC1
39) COc1ccc(S(=O)(=O)N2CCCC(C(=O)N3CCN(C)CC3)C2)cc1C (stereo unspecified)
40) Cc1ccc(-c2cc(Cc3ccccn3)c(=O)[nH]n2)cc1

assay / entry	33	34	35	36	37	38	39	40
CHRM1 agonist	2	-3	-6	-2	3	-3	-5	0
CHRM4 antagonist	5	-10	-6	5	-5	-4	-3	0
CHRM5 agonist	5	0	0	-2	6	1	-4	2
TAAR1 agonist	6	3	-1	-1	3	-1	-1	6
M1 PAM	-1	5	1	-8	14	8	1	10
M5 PAM	-6	-3	-3	-11	10	1	1	0
M5 antag	-5	1	-4	9	3	-4	10	6
M1 antag	1	-3	2	4	-19	-11	-2	2
M4 ag	3	0	2	16	1	0	0	0

Reprinted from the part before: two compounds, then new ones.
39) COc1ccc(S(=O)(=O)N2CCCC(C(=O)N3CCN(C)CC3)C2)cc1C (stereo unspecified)
40) Cc1ccc(-c2cc(Cc3ccccn3)c(=O)[nH]n2)cc1
41) CCOc1cc(NS(=O)(=O)c2ccc(OC)cc2)c(OCC)cc1NC(C)=O
42) COc1ccc(C(=O)N(Cc2sccc2C)C2CCS(=O)(=O)C2)cc1 (stereo unspecified)
43) C#Cc1ccc([C@H]2C=C(C(=O)N3CCN(Cc4ccc5c(c4)OCO5)CC3)O[C@@H](OCC)[C@@H]2CCCO)cc1
44) O=C(CN1CCN(C2CCCCC2)CC1)Nc1ccc(Br)cc1
45) O=[N+]([O-])c1ccc(NN=C(c2ccccc2)c2ccccc2)nc1
46) Cc1ccc[n+](-c2[nH]c(=O)sc2/C=N/N=C(\[O-])c2cccnc2)c1
47) COc1ccc(-c2cc(-c3ccc(OC)c(OC)c3)n[nH]2)c(O)c1
48) c1ccc(NCCc2ccccn2)cc1

assay / entry	39	40	41	42	43	44	45	46	47	48
CHRM1 agonist	-5	0	-3	1	-4	-7	-1	0	-7	-3
CHRM4 antagonist	-3	0	4	-5	0	-4	-4	-11	1	3
CHRM5 agonist	-4	2	-1	-4	-5	-2	2	1	1	0
TAAR1 agonist	-1	6	0	1	9	5	5	2	7	0
M1 PAM	1	10	7	11	5	13	-10	3	11	3
M5 PAM	1	0	3	-1	-7	6	-3	-6	2	9
M5 antag	10	6	15	0	11	9	18	4	0	6
M1 antag	-2	2	-13	-11	-4	2	22	-2	-10	-3
M4 ag	0	0	3	1	11	0	0	1	3	0

49) Cc1cccc(C)c1NC(=O)C1NC(=O)CC1c1ccccc1 (stereo unspecified)
50) COc1ccccc1-c1nc2cc3ccccc3cc2nc1-c1ccccc1
51) CCCCn1nc2cc(C(=O)NCc3ccc(C(F)(F)F)cc3C(F)(F)F)ccc2c1OCC
52) COc1ccc(NC(=O)C2C(c3ccc4c(c3)OCO4)=Nc3ccccc3N2C(=O)c2cccc(C(F)(F)F)c2)cc1 (stereo unspecified)
53) COc1ccc(CCN2C(=NC(=O)CCC(=O)O)SC3CS(=O)(=O)CC32)cc1OC (stereo unspecified)
54) COC(=O)C1=C(C(=O)c2ccc(C)cc2)C(c2ccc(OC)c(OC)c2)n2nnnc2N1 (stereo unspecified)

assay / entry	49	50	51	52	53	54
CHRM1 agonist	-3	-8	-2	/	-2	-2
CHRM4 antagonist	-12	-3	-7	2	-7	5
CHRM5 agonist	-1	2	1	1	0	1
TAAR1 agonist	3	12	0	1	0	6
M1 PAM	6	9	2	/	5	-2
M5 PAM	1	-6	-7	-4	-6	-3
M5 antag	2	7	7	5	-2	0
M1 antag	-7	-3	6	/	-2	5
M4 ag	1	2	1	5	0	1

Whole records as entered above. Order of values: CHRM1 agonist | CHRM4 antagonist | CHRM5 agonist | TAAR1 agonist | M1 PAM | M5 PAM | M5 antag | M1 antag | M4 ag
O=C(CN1CCOc2ccccc21)NC1CCN(Cc2ccccc2)CC1 is entered as -13 | 13 | -5 | -1 | 3 | -6 | 9 | -10 | 1
COc1ccc(C(=O)Nc2c(C)ccc3nsnc23)cc1[N+](=O)[O-] is entered as -4 | 9 | -2 | 7 | 6 | 3 | -2 | -7 | 1
O=C(NCc1ccc(Cl)cc1)c1n[nH]c([N+](=O)[O-])c1Cl is entered as 2 | 5 | 5 | 6 | -1 | -6 | -5 | 1 | 3
CCCCn1nc2cc(C(=O)NCc3ccc(C(F)(F)F)cc3C(F)(F)F)ccc2c1OCC is entered as -2 | -7 | 1 | 0 | 2 | -7 | 7 | 6 | 1
COC(=O)C1=C(C(=O)c2ccc(C)cc2)C(c2ccc(OC)c(OC)c2)n2nnnc2N1 (stereo unspecified) is entered as -2 | 5 | 1 | 6 | -2 | -3 | 0 | 5 | 1

Screening data from PubChem BioAssay.

This is a subset, so the mix of outcomes need not match the whole.
